Assay outcomes deposited in PubChem BioAssay by several laboratories.
MC4R antag cAMP: MC4R antagonists of cAMP signaling, primary screen, cell-based, TR-FRET, antagonist arm of biased-ligand search; Melanocortin receptor 4 (Homo sapiens), P32245; AID 540295, 2011; inhibition, % at 6.5 µM; MC4R-expressing cells, MTII-stimulated cAMP, LANCE TR-FRET; 360,000 tested, 0.48% active;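 active = inhibition above its plate's cutoff, the mean of tested wells on that plate plus 3 SD, cut at about 29% in these data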;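 note: 0% = Melanotan II alone and 100% = Melanotan II plus saturating MCL0020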
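Material: U2OS-MC4R stable cell line | Reagent: Melanotan II challenge after compound preincubation | Doses: One concentration, 6.5 µM nominal | Incubation: 30-min compound preincubation, 1-h Melanotan II challenge, 1-h detection, room temperature | Signal: TR-FRET cAMP assay | Replicates: One well per compound, no replicates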
m5-HT2A agonist: mouse Htr2a agonists via beta-arrestin recruitment, primary screen, cell-based, luminescence | 5-hydroxytryptamine receptor 2A (Mus musculus), P35363 | 360,000 tested, 0.66% active | AID 624169, 2012 | CHO-K1 mHTR2A beta-arrestin complementation; percent of 30 µM serotonin response | activation, % at 7.6 µM;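 active = activation above a run cutoff, the mean activation of all tested compounds plus 3 SD, cut at about 14% in these data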;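 note: 0% = plate median of compound wells and 100% = 30 µM serotonin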
Glyco luc inh: increase of ERlucT glycosylation luciferase signal, primary screen, N-linked glycosylation inhibitor project, D54 ERlucT cells, luminescence, set 2; D54 ERlucT glycosylation luciferase reporter, 24 h; percent of 100 nM tunicamycin response; reporter increase, % at 12.5 µM; 360,000 tested, 0.23% active;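 active = mean luciferase reporter signal, scaled so untreated is 0 and the glycosylation-blocking control 100, at or above a set limit in every replicate; inconclusive = mean reaches the limit but not every replicate does; inactive = mean below the limit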;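 note: luciferase carries N-glycosylation sites so blocking glycosylation raises the light; 0% = median of neutral control wells and 100% = median of 100 nM tunicamycin wells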
MC4R barr agon: MC4R agonists recruiting beta-arrestin, primary screen, cell-based, luminescence, agonist arm of biased-ligand search | Melanocortin receptor 4 (Homo sapiens), P32245 | activation, % at 8.9 µM | U2OS MC4R beta-arrestin complementation; percent of melanotan II response, DMSO zero | 360,000 tested, 0.98% active;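 active = activation above a per-plate cutoff, the mean activation of sample wells on that plate plus 3 SD, cut at about 8% in these data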
NOD2-RIPK2 inh: NOD2-RIPK2 binding disruptors in cells, primary screen, fluorescence, CHO cells, BLA complementation. Receptor-interacting serine/threonine-protein kinase 2 (Homo sapiens), O43353. CCF4 ratio. inhibition, % at 4.98 µM. 360,000 tested, 0.38% active. AID 624267, 2012; in the data active = inhibition above about 21%;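 note: 0% = vehicle only and 100% = reference blocker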
TLR9-MyD88 block: inhibitors of TLR9-MyD88 association in cells, primary screen, cell-based, CHO, BLA complementation, fluorescence. Toll-like receptor 9 (Homo sapiens) + Myeloid differentiation primary response protein …. CCF4 FRET ratio. inhibition, % at 4.98 µM. 340,000 tested, 0.21% active. AID 504734, 2011;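 active = inhibition above the mean over all tested compounds plus 3 SD, cut at about 21% in these data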;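 note: 0% = DMSO only wells and 100% = clavulanate BLA inhibitor control wells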
Target sequence (Q99836 whole entry, looked up): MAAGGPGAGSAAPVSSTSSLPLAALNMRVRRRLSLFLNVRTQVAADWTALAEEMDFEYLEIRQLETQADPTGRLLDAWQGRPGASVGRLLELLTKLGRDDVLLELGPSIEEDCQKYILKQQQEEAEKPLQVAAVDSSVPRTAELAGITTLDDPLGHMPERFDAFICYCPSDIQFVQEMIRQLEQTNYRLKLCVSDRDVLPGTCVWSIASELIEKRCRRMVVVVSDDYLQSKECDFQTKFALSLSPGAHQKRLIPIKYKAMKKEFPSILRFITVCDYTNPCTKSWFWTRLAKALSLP
Target sequence (Q9NR96 whole entry, looked up): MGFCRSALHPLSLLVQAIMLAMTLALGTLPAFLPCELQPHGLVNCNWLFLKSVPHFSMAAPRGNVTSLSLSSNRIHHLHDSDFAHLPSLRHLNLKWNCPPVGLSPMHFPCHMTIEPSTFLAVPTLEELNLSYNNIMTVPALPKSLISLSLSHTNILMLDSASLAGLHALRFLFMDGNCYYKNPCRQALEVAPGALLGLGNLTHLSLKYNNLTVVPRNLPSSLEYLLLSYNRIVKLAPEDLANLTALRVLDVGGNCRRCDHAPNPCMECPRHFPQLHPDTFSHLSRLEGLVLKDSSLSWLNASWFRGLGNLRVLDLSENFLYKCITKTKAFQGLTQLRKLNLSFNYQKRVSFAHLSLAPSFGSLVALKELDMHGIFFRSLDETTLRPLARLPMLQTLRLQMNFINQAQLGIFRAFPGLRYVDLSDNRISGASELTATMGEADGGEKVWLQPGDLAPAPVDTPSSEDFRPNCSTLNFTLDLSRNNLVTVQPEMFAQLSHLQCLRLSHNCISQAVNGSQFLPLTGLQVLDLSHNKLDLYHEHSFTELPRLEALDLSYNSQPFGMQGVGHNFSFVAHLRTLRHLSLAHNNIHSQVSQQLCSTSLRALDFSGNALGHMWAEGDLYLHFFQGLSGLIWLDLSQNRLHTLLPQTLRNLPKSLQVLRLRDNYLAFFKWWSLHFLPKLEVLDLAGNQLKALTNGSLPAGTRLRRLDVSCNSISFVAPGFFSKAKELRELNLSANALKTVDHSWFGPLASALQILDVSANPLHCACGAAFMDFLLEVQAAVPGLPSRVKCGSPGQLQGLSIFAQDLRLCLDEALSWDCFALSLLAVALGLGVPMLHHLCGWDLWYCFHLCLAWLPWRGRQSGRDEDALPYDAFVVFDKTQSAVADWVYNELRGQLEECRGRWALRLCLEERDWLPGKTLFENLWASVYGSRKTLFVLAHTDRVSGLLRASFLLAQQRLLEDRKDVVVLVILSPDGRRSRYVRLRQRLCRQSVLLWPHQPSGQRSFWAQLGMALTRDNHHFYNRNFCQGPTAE
ABHD5 PLIN5 PPI: ABHD5-PLIN5 interaction inhibitors, primary screen, cell lysate, split luciferase complementation, luminescence; Perilipin-5 (Homo sapiens) + 1-acylglycerol-3-phosphate O-acyltransferase ABHD5 (Homo …; 360,000 tested, 0.78% active; Split G. princeps luciferase complementation, 4 h; AID 602281, 2012; inhibition, % at 4 µM;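 active = inhibition above the mean inhibition across every tested compound plus 3 SD, cut at about 22% in these data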;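 note: 0% = DMSO only wells and the 100% control is not disclosed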
Cardio protect: cardioprotection against H2O2-induced cell death, primary screen, uHTS, H9c2 cells, ATPLite luminescence; H9c2 cardiomyocytes, H2O2 injury protection, 2 h; AID 588492, 2011; protection from H2O2 cell death, % at 20 µM; 360,000 tested, 0.63% active;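 active = compounds giving at least 50% protection of heart cells from peroxide-induced death in the single-dose screen, raw or plate-pattern-corrected value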;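 note: 0% = DMSO wells with peroxide and 100% = DMSO wells without peroxide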
SRC2 inh: inhibition of GAL4-SRC2 driven luciferase reporter, primary screen, SRC2 inhibitor project, cell-based, luminescence | 370,000 tested, 0.17% active | inhibition, % at 9 µM | AID 651957, 2012 | Nuclear receptor coactivator 2 (Homo sapiens), Q15596 | HEK293 GAL4-SRC2 luciferase reporter;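 active = inhibition above the mean inhibition of all tested compounds plus 3 SD, set per campaign, cut at about 52% in these data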;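 note: 0% = DMSO treated cells and 100% = cells given Gossypol at 36 µM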
ABCB6 inh MLPCN: ABCB6 transporter inhibitors, primary screen, K562-ABCB6 cells, flow cytometry, MLPCN library; AID 602162, 2011; K562-ABCB6 porphyrin accumulation, 1 h; active compounds read low; 360,000 tested, 0.19% active; fluorescence ratio to DMSO, % at 10 µM;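 active = fluorescence ratio to DMSO below 75%, the collection mean minus 3 SD; inconclusive = too few cells collected in the well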;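 note: signal is porphyrin accumulated inside mitochondria; 100% equals median channel fluorescence of DMSO control wells; lower ratio means ABCB6 inhibition with less porphyrin fluorescence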
Starred values were filed as active, the others as inactive; ? = inconclusive; nt = no result given. This is a subset, so the mix of outcomes need not match the whole.

SMILES | MC4R antag cAMP | m5-HT2A agonist | Glyco luc inh | MC4R barr agon | NOD2-RIPK2 inh | TLR9-MyD88 block | ABHD5 PLIN5 PPI | Cardio protect | SRC2 inh | ABCB6 inh MLPCN
CC(C)(C)C(=O)c1cnc(Nc2ccccc2)s1 | 2 | -2 | 0 | 0.3 | -1 | 5 | -3 | -22 | -19 | 94
Cc1ccc(S(=O)(=O)NNC(=O)C(O)(c2ccccc2)c2ccccc2)cc1 | -2 | 0 | -2 | -1.9 | -5 | 2 | -1 | 8 | 19 | 98
CCOCCN(C=O)c1cccc(OC)c1 | -2 | 2 | 1 | -1.2 | -3 | -6 | 4 | 11 | 1 | 95
O=C(CC1CCCCC1)NCC1CCCO1 (configuration not stated) | 0 | 0 | 2 | -1.5 | -6 | -8 | 0 | -2 | 7 | 105
CCOC(=O)/C(C#N)=C\c1cc(OC)c(OC)cc1[N+](=O)[O-] | 5 | 2 | 0 | -0.8 | 9 | -12 | -15 | 4 | -10 | 100
CC(C)(C)OC(=O)N1CCC(c2c(C(=O)NC3CC3)cnn2-c2ccccc2)CC1 | 0 | 0 | 2 | -0.7 | -2 | -3 | -4 | -2 | -5 | 95
O=C(CC(=O)c1ccccc1)Nc1cccnc1 | 20 | 5 | 1 | 1.7 | -5 | -11 | 6 | -2 | -7 | 101
CCCN(C(=O)CSCC(=O)Nc1ccc(OC)cc1)c1c(N)n(Cc2ccccc2)c(=O)[nH]c1=O | 2 | -7 | -2 | -0.2 | 1 | 2 | 11 | -3 | -11 | 99
Cc1cccc(NC(=O)CN2CCc3cc4c(cc3C2C)OCCCO4)c1 (configuration not stated) | 11 | -1 | 0 | -0.6 | 5 | -5 | 1 | -11 | 26 | 103
CCCCCc1nc2ccccc2c(=O)n1N | 7 | 3 | -2 | 0.2 | -9 | -7 | 1 | -1 | -26 | 93

Retrieved by compound from above, 4 records:
SMILES | MC4R antag cAMP | m5-HT2A agonist | Glyco luc inh | MC4R barr agon | NOD2-RIPK2 inh | TLR9-MyD88 block | ABHD5 PLIN5 PPI | Cardio protect | SRC2 inh | ABCB6 inh MLPCN
CCCCCc1nc2ccccc2c(=O)n1N | 7 | 3 | -2 | 0.2 | -9 | -7 | 1 | -1 | -26 | 93
CCOCCN(C=O)c1cccc(OC)c1 | -2 | 2 | 1 | -1.2 | -3 | -6 | 4 | 11 | 1 | 95
CC(C)(C)C(=O)c1cnc(Nc2ccccc2)s1 | 2 | -2 | 0 | 0.3 | -1 | 5 | -3 | -22 | -19 | 94
CC(C)(C)OC(=O)N1CCC(c2c(C(=O)NC3CC3)cnn2-c2ccccc2)CC1 | 0 | 0 | 2 | -0.7 | -2 | -3 | -4 | -2 | -5 | 95

Following part:
SMILES | MC4R antag cAMP | m5-HT2A agonist | Glyco luc inh | MC4R barr agon | NOD2-RIPK2 inh | TLR9-MyD88 block | ABHD5 PLIN5 PPI | Cardio protect | SRC2 inh | ABCB6 inh MLPCN
COc1cc(NC(=S)NCCCN2CCOCC2)c(OC)cc1Cl | 20 | -1 | -1 | -1.2 | 0 | -5 | 5 | 0 | -2 | 94
C/C=C\C=C/C(=O)Nc1cccc(C2=NOC3(C2)C[C@@H](C(N)=O)N(C(=O)[C@H]2CCC(=O)N2)C3)c1 (some centres not stated) | 7 | 4 | 0 | -0.3 | -1 | 11 | 5 | 7 | nt | 97
C/C(=N\N=C\c1ccccc1F)c1nnn(-c2nonc2N)c1C | 9 | 3 | 0 | -3.1 | -6 | -6 | -2 | -5 | -25 | 99
CC(=O)Nc1ccc(N2C(=O)CSC2c2c(F)cccc2Cl)cc1 (configuration not stated) | 7 | -3 | 0 | 0.6 | 4 | -1 | -6 | 4 | -26 | 106
Cc1ccc(S(=O)(=O)N2Cc3ccccc3CC2C(=O)Nc2cc(C)on2)cc1 (configuration not stated) | 14 | -1 | 0 | -0.6 | -6 | 1 | -1 | -6 | -28 | 97
Cc1cc(C)cc(N(C(=O)c2csnn2)C(C(=O)NC2CCCCC2)c2cccnc2)c1 (configuration not stated) | 3 | 0 | 1 | 1.6 | 0 | -7 | -5 | 2 | 8 | 105
Cc1cc(Cl)ccc1NC(=S)NCc1ccc(F)cc1 | -2 | -3 | -2 | 1.0 | -2 | 4 | -3 | -3 | -58 | 94
CCOC(=O)C1CCN(C(=O)COC(=O)c2ccc([N+](=O)[O-])o2)CC1 | 3 | -6 | 0 | 0.7 | -5 | -4 | -3 | 30 | -12 | 99
O=C(c1cc(-c2ccccc2)on1)N1CCc2ccccc2C1 | 5 | -1 | 1 | 0.6 | 1 | -4 | -10 | -2 | 14 | 92
COc1cccc(/C=C/C(=O)OCC(=O)c2ccc[nH]2)c1 | 3 | -1 | -1 | 1.3 | 2 | 3 | -5 | -2 | -15 | 99
Cc1ccc(-c2cc(C(=O)N3CC(C)OC(C)C3)c3ccccc3n2)o1 (configuration not stated) | 4 | -2 | ? | 0.6 | 8 | 1 | 4 | -10 | -25 | 99
O=C(COC(=O)c1cc(Br)ccc1Cl)NC(=O)NCc1ccccc1 | 7 | -3 | 2 | -1.7 | 1 | 3 | 0 | -3 | -1 | 104
Cc1ccc(S(=O)(=O)N2CCOCC2)cc1C(=O)NCc1ccc2c(c1)OCO2 | 5 | -2 | 0 | -2.1 | -6 | 1 | 0 | -6 | 11 | 94
Nc1nc(Nc2cccc(F)c2)nc(N2CCOCC2)c1[N+](=O)[O-] | 3 | -9 | 1 | -2.2 | -5 | 11 | 1 | 5 | -1 | 101
CCCSc1nsc(NC(=O)Nc2ccc(F)cc2F)n1 | -1 | 3 | -8 | -0.9 | 9 | -8 | -9 | -17 | -45 | 91
C[C@H]1Cn2cnc(C(=O)Nc3ccccc3)c2C(=O)N1 | 31* | -6 | -1 | -0.7 | -6 | -1 | 4 | -2 | 8 | 101
Cc1ccc(C(=O)NC(=S)NNC(=O)c2cccc([N+](=O)[O-])c2)cc1 | 22 | 2 | 3 | 0.0 | -1 | 6 | 8 | 14 | -26 | 96
Cc1cccc(NC(=O)CN2CCN(C(=O)c3cncn3-c3ccc(F)cc3)CC2)c1C | 3 | -14 | 4 | -1.7 | 1 | -7 | 5 | 0 | -17 | 95
O=C(CNC(=O)c1ccc(F)cc1)N/N=C/c1cc(Br)ccc1OCc1ccccc1 | 0 | -10 | 2 | -1.4 | 2 | 5 | 4 | 0 | 7 | 104
CCN(CC)CCCNC(=O)CC1Sc2ccccc2NC1=O (configuration not stated) | -1 | 1 | -2 | -0.7 | -8 | -5 | 4 | 3 | -4 | 95
Oc1ccc(/C=N/NC(=S)NCC2CCCO2)cc1 (configuration not stated) | 2 | 0 | -1 | -0.8 | -15 | -10 | -5 | 9 | -31 | 98
N=C(c1cccc([N+](=O)[O-])c1)N1CCCCCC1 | 2 | -1 | 3 | -0.7 | 1 | 2 | 0 | -6 | -2 | 100
CC1CCN(CC(=O)NC(=O)NCc2ccccc2)CC1 | 4 | 2 | 1 | 2.0 | 2 | -4 | -7 | 6 | -7 | 100
Cc1c(Cc2ccccc2)c(=O)oc2cc(O)ccc12 | -3 | -5 | 2 | 0.0 | -4 | 1 | 2 | 1 | 2 | 95
COc1ccc(NC(=O)CC2C(=O)N(c3ccc(OC)cc3)C(=O)N2CCN2CCN(C)CC2)cc1 (configuration not stated) | -3 | 5 | 1 | -1.0 | -7 | -12 | -3 | 7 | 1 | 97
CN(C)CCNC(=O)Cn1nc(-c2ccc(Cl)cc2)ccc1=O | 4 | -3 | -1 | -1.7 | 7 | -3 | 4 | 3 | 10 | 103
CC(C)(C(=O)N1CCC1(C)C(=O)NS(=O)(=O)c1ccc(Cl)s1)c1ccccc1 (configuration not stated) | 10 | 5 | 1 | -1.1 | -4 | nt | -23 | -2 | 7 | 95
Cn1c(SCc2ccccc2)nnc1-c1ccc2c(c1)OCO2 | 4 | 0 | 7 | 0.3 | -7 | -2 | -4 | 0 | -48 | 98
COc1ccc(NC(=O)CSc2nc3ccccc3c(=O)n2C)cc1 | 10 | 4 | 0 | 0.4 | 1 | 1 | 2 | -10 | -3 | 93
COc1cccc(C2=NOC(C(=O)Nc3ccc4c(c3)OCO4)C2)c1OC (configuration not stated) | 2 | 1 | 1 | -1.3 | -9 | -1 | -8 | -2 | -13 | 99
O=C(O)c1cc(N/N=C/c2ccncc2)ccc1Cl | -29 | 2 | -1 | -2.4 | 3 | 8 | -1 | 1 | 8 | 100
CCC(C(=O)OC)n1cnc2c(nnn2-c2ccc(OC)cc2)c1=O (configuration not stated) | 19 | 0 | 0 | -2.3 | -4 | -5 | 0 | -1 | -15 | 100
Cc1ccc(NC(=O)N2CCC(=O)N2)cc1 | 7 | -1 | 3 | 1.1 | -8 | -4 | 12 | -5 | -32 | 91
COc1ccc(C2=NN(C(=O)CCC(=O)O)C(c3ccc(F)cc3)C2)cc1 (configuration not stated) | 11 | 8 | 1 | -0.2 | -2 | 7 | -2 | 6 | -26 | 91
COc1ccc(CNC(=O)CCC(=O)N2CCN(S(=O)(=O)c3cc([N+](=O)[O-])ccc3C)CC2)cc1 | 3 | 0 | 2 | -1.7 | 4 | 2 | 1 | 3 | 9 | 95
Cn1c(-c2cccc([N+](=O)[O-])c2)[n+](C)c2ccccc21 | 12 | 0 | 4 | 2.4 | -5 | 2 | 2 | -5 | -1 | 101
COc1ccc(/C=N/n2cncn2)cc1Cn1nc(C)c([N+](=O)[O-])c1C | 5 | 6 | 2 | -2.5 | -2 | -1 | 6 | -5 | nt | 101
COc1ccc(OC)c(C2N(c3ccc(Cl)cc3)C(=O)C3CCCN32)c1 (configuration not stated) | 2 | 1 | nt | -0.5 | 2 | 3 | -8 | 3 | -12 | 91
O=C(NC1CCCCCC1)C1CC(=O)N(Cc2ccccc2)C1 (configuration not stated) | 3 | 3 | -1 | -1.4 | -4 | 3 | 8 | -6 | -6 | 100
